High-throughput results as filed in PubChem BioAssay.
FXIa inh 1536 – human FXIa protease inhibitors, primary screen, biochemical, 1536-well. purified FXIa, Boc-Glu-Ala-Arg-AMC fluorogenic substrate. AID 798, 2007. inhibition, % at 5 µM. Coagulation factor XI (Homo sapiens), P03951. actives 0.14% (n = 220,000);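 active = inhibition of at least 40%; inactive = inhibition below 40%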;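 also: fluorescence of freed AMC excited at 355 nm; 0% = enzyme without compound and 100% = no enzyme blank; many of its hits are not listed in these tables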
Thrombin inh – human alpha-thrombin inhibitors, primary screen, counter-screen for coagulation protease inhibitor project, biochemical, 1536-well, fluorogenic AMC substrate. inhibition, % at 5 µM. actives 0.26% (n = 220,000). Boc-VPR-AMC fluorogenic substrate cleavage. AID 1046, 2008. Prothrombin (Homo sapiens), P00734;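 active = inhibition at or above 40%; inactive = inhibition below 40%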;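 also: 0% = enzyme with no compound and 100% = wells without enzyme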
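System – human alpha-thrombin protein · Reagent – Boc-VPR-AMC substrate, 15 µM final · Compound – 5 µM single dose in 0.2% DMSO · Schedule – reaction at room temperature · Technique – AMC fluorescence at 355 nm excitation and 460 nm emission · Read-out basis – % inhibition relative to enzyme controls and enzyme-free blanks · Control set – no-compound enzyme wells and no-enzyme blanks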
Furin inh – human furin inhibitors, primary screen, biochemical, fluorescence intensity; P09958; purified furin, fluorogenic substrate cleavage; inhibition, % at 30 µM; actives 0.061% (n = 220,000); in the data active = inhibition above about 25%; also: inactives centre near -15
hK5 inh – human KLK5 protease inhibitors, primary screen, biochemical, 1536-well; recombinant hK5, fluorogenic AMC substrate cleavage; inhibition, % at 5 µM; actives 0.59% (n = 210,000); Kallikrein-5 (Homo sapiens), Q9Y337;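 active = inhibition of 40% or more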;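 also: 0% = enzyme controls without compound and 100% = no-enzyme blanks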
p97 inhibitor – inhibitors of human p97 ATPase, primary screen, biochemical; recombinant p97 ATPase, Kinase-Glo ATP luminescence, 3 h; Transitional endoplasmic reticulum ATPase (Homo sapiens), P55072; AID 1481, 2009; actives 0.42% (n = 220,000); inhibition, % at 8 µM; in the data active = inhibition above about 15%;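 also: 0% = DMSO vehicle and 100% = wells lacking enzyme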
Cl transport mod – KCC2 cotransporter modulators, thallium flux, primary screen, cell-based, HEK293 KCC2, FluoZin-2 fluorescence, MLSMR; Solute carrier family 12 member 5 (Homo sapiens), Q9H2X9; KCC2 cells, thallium flux FluoZin-2 fluorescence; B-score of Tl+ flux slope (higher = more flux/activation; lower = inhibition) at 10 µM; actives 2.2% (n = 190,000);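 active = thallium flux slope and its plate-corrected score both differing from the plate sample mean at a set confidence after two filtering rounds, in either direction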;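 also: slope of fluorescence scaled to starting intensity during 10 to 20 s after thallium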
Target sequence (Q9H2X9 whole entry, looked up): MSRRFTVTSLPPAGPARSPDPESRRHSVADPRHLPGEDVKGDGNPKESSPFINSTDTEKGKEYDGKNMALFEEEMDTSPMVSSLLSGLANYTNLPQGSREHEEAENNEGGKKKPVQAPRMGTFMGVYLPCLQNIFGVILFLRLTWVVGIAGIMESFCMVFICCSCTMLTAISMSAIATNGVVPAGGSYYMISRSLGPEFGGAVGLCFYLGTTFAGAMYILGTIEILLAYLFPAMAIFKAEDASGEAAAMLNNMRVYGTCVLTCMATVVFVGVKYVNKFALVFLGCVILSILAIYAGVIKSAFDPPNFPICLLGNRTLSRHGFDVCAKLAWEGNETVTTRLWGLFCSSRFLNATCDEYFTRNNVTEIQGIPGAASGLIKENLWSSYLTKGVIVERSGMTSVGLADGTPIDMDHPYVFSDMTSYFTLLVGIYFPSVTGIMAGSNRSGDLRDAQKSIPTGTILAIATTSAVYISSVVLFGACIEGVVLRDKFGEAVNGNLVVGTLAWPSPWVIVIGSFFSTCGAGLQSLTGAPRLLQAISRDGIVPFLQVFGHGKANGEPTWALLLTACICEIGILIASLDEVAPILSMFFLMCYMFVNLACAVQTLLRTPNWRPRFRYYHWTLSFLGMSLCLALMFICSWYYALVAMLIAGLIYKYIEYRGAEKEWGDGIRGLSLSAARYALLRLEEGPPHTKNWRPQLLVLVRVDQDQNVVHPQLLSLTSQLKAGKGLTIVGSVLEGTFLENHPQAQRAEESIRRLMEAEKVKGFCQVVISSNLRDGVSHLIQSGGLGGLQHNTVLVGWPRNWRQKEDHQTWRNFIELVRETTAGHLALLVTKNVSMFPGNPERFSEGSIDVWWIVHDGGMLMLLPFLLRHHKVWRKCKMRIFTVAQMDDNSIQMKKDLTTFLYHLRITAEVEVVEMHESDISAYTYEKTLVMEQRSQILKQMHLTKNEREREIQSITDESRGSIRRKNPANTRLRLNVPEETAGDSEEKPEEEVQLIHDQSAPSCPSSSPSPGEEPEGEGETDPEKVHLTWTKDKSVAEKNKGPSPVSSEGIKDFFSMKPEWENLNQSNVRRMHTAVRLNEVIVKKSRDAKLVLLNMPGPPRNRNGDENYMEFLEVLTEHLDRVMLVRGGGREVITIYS
Wee1 stabilizer – Wee1 degradation inhibitors, primary screen, cell-based, HeLa, Wee1K328M-luciferase, luminescence; Wee1-like protein kinase (Homo sapiens), P30291; HeLa Luc-Wee1K328M stability; 100% = proteasome inhibitor MG132 effect; reporter increase, % at 5 µM; actives 1.2% (n = 220,000); AID 1321, 2008;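 active = activation above the mean of all tested compounds plus 3 SD, set per screening run, cut at about 8.8% in these data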;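 also: cells exposed to compound for 20 h before luminescence read; 0% = DMSO alone and 100% = MG132 at 30 µM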
FXIIa inh – human FXIIa protease inhibitors, primary screen, biochemical, 1536-well; Coagulation factor XII (Homo sapiens), P00748; purified FXIIa, Boc-QGR-AMC fluorogenic substrate, 2 h; inhibition, % at 5 µM; actives 0.3% (n = 220,000); AID 800, 2007; in the data active = inhibition above about 40%;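 also: 0% = enzyme with no compound and 100% = blank without enzyme; many of its hits are not listed in these tables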
PERK inhibitor – block of dimerizer-induced PERK translation repression, primary screen, PERK inhibitor project, CHO PERK-DD cells, SEAP luminescence, HTS | inhibition, % at 5.6 µM | actives 0.17% (n = 220,000) | AID 1416, 2008 | Eukaryotic translation initiation factor 2-alpha kinase 3 (Homo sapiens), Q9NZJ5 | CHO PERK-DD fusion, SEAP luminescence translation reporter;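 active = inhibition above the mean inhibition of all tested compounds plus 3 SD, set separately per screening campaign, cut at about 2.9% in these data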;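 also: PERK kinase domain activated by AP20187 dimerizer at 100 nM; 0% = DMSO with dimerizer and 100% = rapamycin at 8.4 µM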
* marks the source's active call; other numbers are inactive results; [ ] = another dose, or the depositor's remark.

`CCOC(=O)N1CCC(N2C(=O)c3ccccc3C2Nc2cc(OC)c(OC)c(OC)c2)CC1` (stereo unspecified) gave FXIa inh 1536 5, Thrombin inh -5, Furin inh -24, hK5 inh -7, p97 inhibitor -1, Cl transport mod 0.034, Wee1 stabilizer -1, FXIIa inh 10 and PERK inhibitor 0.0.
For Cn1nccc1NC(=O)Nc1ccc(OC(F)(F)F)cc1 the results were FXIa inh 1536 -1, Thrombin inh -5, Furin inh -25, hK5 inh 1, p97 inhibitor 5, Cl transport mod -0.21, Wee1 stabilizer 2, FXIIa inh 8 and PERK inhibitor 4.0*.
For Cc1ccccc1NC(=S)NCC1CCC(CNC(=S)Nc2ccccc2C)CC1 (stereo unspecified) the results were FXIa inh 1536 2, Thrombin inh -3, Furin inh 7, hK5 inh -2, p97 inhibitor 10, Cl transport mod 0.42, Wee1 stabilizer -2, FXIIa inh 3 and PERK inhibitor -0.6.
For CCn1c(SCC(=O)NCCOc2ccccc2)nc2ccccc2c1=O the results were FXIa inh 1536 -2, Thrombin inh 2, Furin inh 2, hK5 inh -3, p97 inhibitor 4, Wee1 stabilizer 2, FXIIa inh 12 and PERK inhibitor -0.8.
Screening CS(=O)(=O)N(CC(=O)N1CCN(Cc2ccccc2)CC1)c1ccc2c(c1)OCCO2 returned FXIa inh 1536 -13, Thrombin inh 3, Furin inh -11[20 µM], hK5 inh 12, p97 inhibitor -4, Wee1 stabilizer -1, FXIIa inh 7 and PERK inhibitor -0.6.
`COc1ccccc1N(C)S(=O)(=O)c1ccc(Cl)c(C(=O)OCc2c(C)noc2C)c1` gave FXIa inh 1536 -3, Thrombin inh 4, Furin inh -26, hK5 inh -2, p97 inhibitor -3, Cl transport mod -0.17, Wee1 stabilizer -3, FXIIa inh 5 and PERK inhibitor 2.0.
O=C(Nc1cccc(Cl)c1)N1CCCC1 was read as FXIa inh 1536 -3, Thrombin inh -7, Furin inh -14[20 µM], hK5 inh 4, p97 inhibitor 6, Cl transport mod -0.029, Wee1 stabilizer 2, FXIIa inh 9 and PERK inhibitor 0.5.
For CC(=O)c1cc2c(cc1N/C(=N/S(=O)(=O)c1ccc(C)cc1)c1ccc(Cl)cc1)OCO2 the results were FXIa inh 1536 -6, Thrombin inh -12, Furin inh -8, hK5 inh -7, p97 inhibitor -5, Cl transport mod -0.57, Wee1 stabilizer -4, FXIIa inh 3 and PERK inhibitor 0.5.
`O=C(c1ccc(S(=O)(=O)Cc2cc(F)ccc2F)c([N+](=O)[O-])c1)N1CCCC1` gave FXIa inh 1536 1, Thrombin inh -5, Furin inh -26, hK5 inh -3, p97 inhibitor 9, Cl transport mod 1, Wee1 stabilizer -1, FXIIa inh 6 and PERK inhibitor -0.1.
`COc1ccc(Cl)cc1NC(=S)N(CCCN1CCOCC1)Cc1cn(C)c2ccccc12` gave FXIa inh 1536 -6, Thrombin inh -6, Furin inh -10, hK5 inh -18, p97 inhibitor -5, Cl transport mod 0.75, Wee1 stabilizer -3, FXIIa inh 2 and PERK inhibitor -1.1.
`COc1ccccc1N=c1oc2cc(O)ccc2cc1C(N)=O` gave FXIa inh 1536 8, Thrombin inh 24, Furin inh -201, hK5 inh 21, p97 inhibitor -72, Cl transport mod -1.4, Wee1 stabilizer -3, FXIIa inh 18 and PERK inhibitor 1.0.
CCOC(=O)c1cn[nH]c1N was read as FXIa inh 1536 5, Thrombin inh 3, Furin inh -10, hK5 inh -5, p97 inhibitor -4, Cl transport mod 0.92, Wee1 stabilizer 2, FXIIa inh 3 and PERK inhibitor 0.3.
For O=S(=O)(c1cccc(NC(=S)N2CCN(c3ccc(F)cc3)CC2)c1)C(F)F the results were FXIa inh 1536 13, Thrombin inh -2, Furin inh -22, hK5 inh -6, p97 inhibitor -1, Cl transport mod -1.7, Wee1 stabilizer 2, FXIIa inh 6 and PERK inhibitor 0.5.
For O=C(NCc1ccccc1)C(=O)NCC1OCCN1C(=O)c1ccc(Cl)cc1 (stereo unspecified) the results were FXIa inh 1536 -3, Thrombin inh -7, Furin inh -26, hK5 inh -4, p97 inhibitor -1, Cl transport mod -0.13, Wee1 stabilizer 0, FXIIa inh 6 and PERK inhibitor 0.0.
NC(=O)c1ccsc1NC(=O)c1ccc(N2CCCC2=O)cc1 was read as FXIa inh 1536 -1, Thrombin inh -3, Furin inh -18, hK5 inh 15, p97 inhibitor -13, Cl transport mod 0.72, Wee1 stabilizer 4, FXIIa inh 9 and PERK inhibitor 0.0.
Screening CCOC(=O)/C(C#N)=C1/C=Nc2ccccc2N1 returned FXIa inh 1536 1, Thrombin inh 2, Furin inh 12, hK5 inh -2, p97 inhibitor -13, Wee1 stabilizer 3, FXIIa inh 19 and PERK inhibitor -1.1.
CCOc1nc(-c2ccccc2)ccc1-c1noc(-c2ccncc2)n1 was read as FXIa inh 1536 4, Thrombin inh 0, Furin inh -17, hK5 inh 35, p97 inhibitor -7, Cl transport mod -0.33, Wee1 stabilizer 1, FXIIa inh 5 and PERK inhibitor -0.8.
`CC(C)CNC(=O)COC(=O)/C=C/c1ccccc1[N+](=O)[O-]` gave FXIa inh 1536 3, Thrombin inh 2, Furin inh -13[20 µM], hK5 inh 1, p97 inhibitor 5, Cl transport mod -0.43, Wee1 stabilizer 2, FXIIa inh 15 and PERK inhibitor -0.3.
Screening C=CCNC(=O)c1cc2sccc2n1C returned FXIa inh 1536 0, Thrombin inh 0, Furin inh -18, hK5 inh 0, p97 inhibitor 9, Cl transport mod 1.1, Wee1 stabilizer 1, FXIIa inh 8 and PERK inhibitor 1.1.
`CCCCc1c(C)[nH]c(C(=O)OCC)c1C` gave FXIa inh 1536 2, Thrombin inh 2, Furin inh -24, p97 inhibitor 0, Cl transport mod -0.54, Wee1 stabilizer 7, FXIIa inh 9 and PERK inhibitor 2.1.

The list goes on, starting with the last two of the part before.
Screening C=CCNC(=O)c1cc2sccc2n1C returned FXIa inh 1536 0, Thrombin inh 0, Furin inh -18, hK5 inh 0, p97 inhibitor 9, Cl transport mod 1.1, Wee1 stabilizer 1, FXIIa inh 8 and PERK inhibitor 1.1.
`CCCCc1c(C)[nH]c(C(=O)OCC)c1C` gave FXIa inh 1536 2, Thrombin inh 2, Furin inh -24, p97 inhibitor 0, Cl transport mod -0.54, Wee1 stabilizer 7, FXIIa inh 9 and PERK inhibitor 2.1.
For Cc1ccccc1-n1c(SCc2c(C)noc2C)nnc1-c1c[nH]c2ccccc12 the results were FXIa inh 1536 1, Thrombin inh 4, Furin inh -9, hK5 inh -7, p97 inhibitor 2, Cl transport mod 1.1, Wee1 stabilizer 0, FXIIa inh 11 and PERK inhibitor -1.1.
O=C(Nc1cccn(Cc2c(Cl)cccc2Cl)c1=O)c1c(Cl)cccc1Cl was read as FXIa inh 1536 6, Thrombin inh 2, Furin inh -5, hK5 inh -8, p97 inhibitor 3, Cl transport mod -0.79, Wee1 stabilizer -3, FXIIa inh 25 and PERK inhibitor -0.7.
O=C(COC(=O)CNS(=O)(=O)c1cccc(Br)c1)NC(=O)Nc1ccc2c(c1)OCCO2 was read as FXIa inh 1536 5, Thrombin inh 1, Furin inh -29, hK5 inh -8, p97 inhibitor 6, Cl transport mod 0.037, Wee1 stabilizer 1, FXIIa inh 11 and PERK inhibitor 0.5.
Screening C=CCOC(=O)C(=O)/C=C/c1coc2ccccc2c1=O returned FXIa inh 1536 4, Thrombin inh 1, Furin inh -38, hK5 inh 1, p97 inhibitor 5, Cl transport mod -0.027, Wee1 stabilizer -1, FXIIa inh 11 and PERK inhibitor 1.1.
For Cc1nc(CNC(=O)c2cc(COc3ccc(F)cc3Cl)on2)cs1 the results were FXIa inh 1536 1, Thrombin inh -1, Furin inh -14, hK5 inh 20, p97 inhibitor -1, Cl transport mod -4.6*, Wee1 stabilizer 2, FXIIa inh 11 and PERK inhibitor 0.5.
For COc1ccc(-c2nc3oc4cc(OC)ccc4c(=O)c3c(=O)n2Cc2ccco2)cc1 the results were FXIa inh 1536 6, Thrombin inh 4, Furin inh 0, hK5 inh 4, p97 inhibitor 9, Wee1 stabilizer 3, FXIIa inh 8 and PERK inhibitor -1.1.
For COC(=O)CCC(=O)OC1(C)C(=O)C=C2C=C(C3CC3)N(CCc3c[nH]c4ccccc34)C=C2C1=O (stereo unspecified) the results were FXIa inh 1536 -1, Thrombin inh -6, Furin inh -16, hK5 inh 0, Cl transport mod 0.018 and FXIIa inh 4.
`Cc1cccc(C(=O)OCC(=O)Nc2nccs2)c1` gave FXIa inh 1536 7, Thrombin inh -1, Furin inh -13[20 µM], hK5 inh 1, p97 inhibitor 4, Cl transport mod -0.41, Wee1 stabilizer -3, FXIIa inh 15 and PERK inhibitor -0.4.
Screening Cc1cc(C)c(C)c(OCC(=O)NCCN(C)C)c1 returned FXIa inh 1536 -9, Thrombin inh -6, Furin inh -26, hK5 inh -7, p97 inhibitor 1, Cl transport mod -0.63, Wee1 stabilizer 1, FXIIa inh 0 and PERK inhibitor 0.5.
Screening Cc1cc(NC(=O)C23CC4CC(C2)CC(n2cnc([N+](=O)[O-])n2)(C4)C3)no1 returned FXIa inh 1536 -3, Thrombin inh -2, Furin inh -18, hK5 inh 21, p97 inhibitor 1, Cl transport mod 0.17, Wee1 stabilizer 1, FXIIa inh 6 and PERK inhibitor 0.7.
Screening O=C(CC(c1ccco1)C1CCCCC1=O)c1ccco1 (stereo unspecified) returned FXIa inh 1536 -18, Thrombin inh -7, Furin inh -25, hK5 inh 1, p97 inhibitor 2, Cl transport mod -0.78, Wee1 stabilizer 1, FXIIa inh 5 and PERK inhibitor 1.7.
Cc1cccc(N2CCN(C(c3ccccc3)c3nnnn3CC3CCCO3)CC2)c1C (stereo unspecified) was read as FXIa inh 1536 0, Thrombin inh -1, Furin inh -17, hK5 inh -1, p97 inhibitor -4, Wee1 stabilizer -1, FXIIa inh 10 and PERK inhibitor -0.3.
Cc1cccn2c(=O)c3cc(C(=O)NCCc4ccccc4)c(=N)n(CCCn4ccnc4)c3nc12 was read as FXIa inh 1536 -15, Thrombin inh -8, Furin inh -111[20 µM], hK5 inh -5, p97 inhibitor 4, Wee1 stabilizer -1, FXIIa inh -13 and PERK inhibitor 0.5.
For O=C(CN1CCN(c2ccccc2)CC1)Nc1ccc(-n2cnnn2)cc1 the results were FXIa inh 1536 3, Thrombin inh 6, Furin inh -21[20 µM], hK5 inh -8, p97 inhibitor 8, Cl transport mod 1.7, Wee1 stabilizer 2, FXIIa inh 15 and PERK inhibitor 1.1.
